Assay outcomes deposited in PubChem BioAssay by National Center for Advancing Translational Sciences (NCATS).
Tau FP inhib: blocks human tau fibril formation measured by polarization; P10636; K18 P301L tau heparin fibrillization, Alexa594 FP, 6 h; Potency, µM (titrated, usually from 57.7 µM), for the others: at the top dose activity, negative = inhibition, most hits filed as inhibitors; hit rate 0.39% among 280,000; note: potency is the fitted concentration of half-maximal effect; % is set by controls: 0 for no effect and ±100 for the full control effect; nearly all actives have a fitted effect of over 55% in size
Target sequence (P10636 561-689 P618L limits assumed): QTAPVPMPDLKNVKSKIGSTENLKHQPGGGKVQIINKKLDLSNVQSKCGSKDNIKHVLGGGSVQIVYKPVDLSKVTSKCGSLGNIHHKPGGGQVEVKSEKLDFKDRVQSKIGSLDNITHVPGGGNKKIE
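Recombinant K18 P301L […], labeled with Alexa 594 at 0.24 uM over 15 uM unlabeled; heparin inducer 20 uM final; 37 C, 6 hr; FP endpoint.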
TRb-SRC2 inh: TRbeta-SRC2 interaction inhibition. P10828. TRbeta-SRC2 peptide binding, fluorescence polarization; receptor liganded with 1 µM T3. Potency, µM (titrated, usually from 106 µM), for inactives: top-dose activity change, negative = inhibition, actives largely listed as inhibitors. hit rate 0.065% among 280,000. AID 1469;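 note: potency is the fitted concentration of half-maximal effect; plate controls were bound peptide for no effect and peptide without receptor for full effect; nearly all actives have a fitted effect of over 50% in size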
Target sequence (P10828 whole entry, looked up): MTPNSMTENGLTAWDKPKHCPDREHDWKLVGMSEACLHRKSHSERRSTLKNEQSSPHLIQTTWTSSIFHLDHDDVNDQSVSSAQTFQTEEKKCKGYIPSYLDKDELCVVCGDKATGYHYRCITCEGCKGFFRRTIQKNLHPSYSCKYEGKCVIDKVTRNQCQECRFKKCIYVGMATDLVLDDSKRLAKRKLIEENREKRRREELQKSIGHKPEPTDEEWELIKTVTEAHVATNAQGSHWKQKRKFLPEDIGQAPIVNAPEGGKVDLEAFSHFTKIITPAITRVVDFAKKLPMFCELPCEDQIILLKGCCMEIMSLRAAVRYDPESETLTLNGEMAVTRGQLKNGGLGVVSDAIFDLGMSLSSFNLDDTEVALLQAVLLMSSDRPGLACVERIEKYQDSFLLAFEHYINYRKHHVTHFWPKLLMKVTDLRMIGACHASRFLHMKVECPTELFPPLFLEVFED
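Read-out is fluorescence polarization (555 nm excitation, 632 nm emission) of a Texas Red SRC2 coactivator peptide; loss of signal reflects blocked binding to human TRb ligand-binding domain in the presence of 1 uM T3.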
Epigenetic derep: epigenetic control regulation, reporter derepression. murine LDR cells, GFP reporter derepression, 30 h. hit rate 0.2% among 280,000. Potency, µM (highest dose often 53.9 µM), inactives show top-dose GFP activation, most hits filed as activators. AID 1865; note: potency is the fitted concentration of half-maximal effect; % of control where 0% means no effect; nearly all actives have a fitted effect of over 60% in size
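GFP-positive cell count by laser-scanning cytometry (objects 20–120 um) after 30 h, 37 C compound exposure of murine LDR cells; reporter is CMV-GFP integrated at a silenced locus, inducible by HDAC or DNMT inhibitors.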
Tau fluor cs: counter-screen for tau fibril formation inhibitors; tau K18 P301L (four-repeat tau fragment) Alexa594 fluorescence, heparin fibrillization; Potency, µM (series often up to 57.7 µM), without a hit: at the highest dose activity change, negative = decrease; hit rate 0.93% among 280,000; note: potency is the fitted concentration of half-maximal effect; % is set by controls: 0 for no effect and ±100 for the full control effect; nearly all actives have a fitted effect of over 55% in size
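Human K18 P301L tau (15 uM unlabeled plus 0.24 uM Alexa 594-labeled, final) in 100 mM sodium acetate pH 7 was mixed with compound and 20 uM heparin and incubated 6 hr at 37 C.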
TexasRed fluor: alters Texas Red total fluorescence, flagging assay interference; Potency, µM (highest dose often 106 µM), for inactives: top-dose fluorescence change, negative = quenching; AID 1479; hit rate 0.29% among 280,000; TRb/SRC2 Texas Red total fluorescence interference; active = well fitted curve in either direction with a large enough effect; inconclusive = small, poorly fitted or top-dose-only effect; note: potency is the fitted concentration of half-maximal effect; % is set by controls: 0 for no effect and ±100 for the full control effect
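Flags fluorescent or light-absorbing compounds by total fluorescence, S + 2P, at 555 nm excitation and 632 nm emission. Mixture: 20 nM Texas Red SRC2 peptide, 0.6 uM human TRb LBD, 1 uM T3, 5% DMSO; compound exposure 5 h at ambient temperature.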
NPSR antag: antagonists of human neuropeptide S receptor cAMP signaling; Q6W5P4; CHO-NPSR cells, cAMP TR-FRET, antagonist mode; Potency, µM (top dose mostly 38.3 µM), for inactives: at the top dose activity change, negative = inhibition, most hits filed as inhibitors; hit rate 1% among 220,000; AID 1461; note: potency is the fitted concentration of half-maximal effect; % is set by controls: 0 for no effect and ±100 for the full control effect; nearly all actives have a fitted effect of over 50% in size; many of its hits are not listed in these tables
GLA spleen mod: inhibits or activates alpha-galactosidase in human spleen homogenate; P06280; human spleen homogenate, 4MU-alpha-Gal fluorescence, 40 min; Potency, µM (titrated, usually from 80 µM), without a hit: top-dose activity change, negative = inhibition, hits mostly inhibitors; hit rate 0.008% among 240,000; AID 2107;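 note: potency is the fitted concentration of half-maximal effect; 0% = enzyme with vehicle and -100% = no enzyme basal signal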
Target sequence (P06280 32-429 limits assumed): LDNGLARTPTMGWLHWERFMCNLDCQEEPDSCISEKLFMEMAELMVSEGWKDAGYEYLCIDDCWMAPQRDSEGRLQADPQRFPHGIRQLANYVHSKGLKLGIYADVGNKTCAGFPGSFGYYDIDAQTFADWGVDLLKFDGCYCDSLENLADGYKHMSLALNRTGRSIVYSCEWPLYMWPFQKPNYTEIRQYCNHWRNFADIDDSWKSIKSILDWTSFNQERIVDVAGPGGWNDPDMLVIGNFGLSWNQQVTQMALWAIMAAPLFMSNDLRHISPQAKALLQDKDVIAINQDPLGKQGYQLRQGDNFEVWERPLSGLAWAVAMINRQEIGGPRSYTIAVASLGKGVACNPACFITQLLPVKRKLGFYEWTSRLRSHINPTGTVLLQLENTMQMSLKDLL
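Human spleen homogenate (1 ug) was the enzyme source, with 4-methylumbelliferyl-alpha-D-galactopyranoside (1 mM final) in pH 5.0 citrate buffer with 0.01% Tween-20. Compounds were titrated; after 40 min at 37C, NaOH/glycine stop, 4-MU fluorescence read; AC50 from Hill fits.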
CBFb-RUNX1 inh: CBF-beta/RUNX1 interaction disruption | Q01196+Q13951 | AlphaScreen CBFb-His/RUNX1-biotin binding, biochemical | Potency, µM (titrated, usually from 59.8 µM), without a hit: top-dose activity, negative = inhibition, usual class: inhibitors | 230,000 tested, under 10 active | AID 1477; note: % of control where 0% means no effect
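AlphaScreen binding: CBFb-His and RUNX1-biotin (30 nM each) preincubated 20 min, compound added for 15 min, then nickel and streptavidin beads for 90 min, all at room temperature. Disruption of the interaction by any mechanism counts as activity.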
Numbers without * were called inactive; ? = inconclusive; nt = no result given; [ ] = remark or other dose. Unless noted, calls come from the whole dose curve; as a rule, active = well fitted curve in the direction sought with a large enough effect; inconclusive = small, poorly fitted or top-dose-only effect, or another doubt; inactive = no such curve, though single readings can be large; an effect the other way counts as inactive or inconclusive.

SMILES | TRb-SRC2 inh | TexasRed fluor | CBFb-RUNX1 inh | GLA spleen mod | Epigenetic derep | NPSR antag | Tau fluor cs | Tau FP inhib
O=C(COC(=O)c1ccc(Cl)s1)c1ccc[nH]1 | -1% | -3% | -7% | 1% | -3.6% | 4% | -6% | 1%
Cc1ccccc1C(=O)Nc1nc2c(s1)CC(C(C)(C)C)CC2 (stereo not given) | 1% | 4% | nt | nt | 16% | nt | -10% | -9%
COc1ccccc1OCCNC(=O)C1CCCCC1 | 0% | 4% | 5% | 1% | -0.7%[10.1 µM] | 10% | 6% | -1%
Nc1ccc(-c2cn3cccnc3n2)cc1 | 0% | -7% | 3% | 0% | -0.1% | 5% | 2% | 5%
CSc1nc(N)nc(N(C)C)n1 | -9% | 0% | -1% | 5% | 1.6% | -8% | 0% | 0%
CC1(C(=O)N2CCN(c3ccccc3)CC2)CC1(Cl)Cl (stereo not given) | -2% | 1% | 0% | -4% | -1.8% | -6% | -8% | 3%
COc1ccc(-c2cc(C(=O)Oc3cccc(C)c3)c3cc(C)ccc3n2)cc1 | -13% | 0% | nt | nt | 0.0% | nt | -29% | ?
Cc1cc(/C=N/NC(=O)C(=O)N2CCCC2)c(C)n1-c1cccc(Br)c1 | -1% | -6% | -6% | -12% | -1.0% | -10%[46.1 µM] | ? | 4%
O=C(Nc1c(C(=O)Nc2ccc(F)cc2)oc2ccccc12)c1cc2ccccc2o1 | -5% | -2% | nt | nt | -0.3% | nt | ? | ?
COC(=O)c1cn(-c2ccc(Cl)cc2)c(=O)c2ccccc12 | 11% | 1% | 3% | 1% | -10% | -22%[46.1 µM] | -13% | 1%
O=c1cc(NC2CCCCCC2)[nH]c(=O)[nH]1 | 1% | -1% | 9% | -5% | 2.3% | -15%[46.1 µM] | -1% | -7%
Cc1ccc(C)c(OCCCN2CCCC2)c1 | 4% | 2% | 3% | 2% | 0.0% | 1%[46.1 µM] | 1% | 0%

(list continues)
SMILES | TRb-SRC2 inh | TexasRed fluor | CBFb-RUNX1 inh | GLA spleen mod | Epigenetic derep | NPSR antag | Tau fluor cs | Tau FP inhib
O=S(=O)(Nc1ccc2c(c1)nc1n2CCN(Cc2ccccc2)C1)c1ccccc1 | -28% | 2% | 7% | 27% | -1.0% | -30% | -3% | 4%
CCN1C(=O)c2ccccc2Sc2ccc(NC(=O)Nc3cccc([N+](=O)[O-])c3C)cc21 | -22% | 0.0005µM*[quencher] | nt | nt | 2.8% | nt | ? | 16µM*
Cc1ccc(CCCOC(=O)C[N+]2(C)CCCCC2)cc1 | 6% | -2% | 16% | 3% | -4.6% | 4% | -8% | -6%
O=S(=O)(NCc1ccco1)c1cnc(Cl)c(Cl)c1 | 3% | 2% | 5% | 5% | -1.4% | 26%[7.67 µM] | -6% | -6%
Cc1ccc(C(=O)n2cnnc2N)cc1C | -15% | 1% | 5% | -3% | -2.1% | 1%[46.1 µM] | -3% | 2%
CCc1cc2c(=O)nc3n(c2s1)Cc1ccccc1/C3=C(/O)c1cccc([N+](=O)[O-])c1 | -2% | -4% | 2% | -3% | -0.5% | 17%[46.1 µM] | -19% | 10%
CCCNC(=S)N1CCN(C)CC1 | 3% | -5% | -1% | -1% | 0.0% | 20% | 8% | 3%
O=C(Nc1cccc(-c2nc3cccnc3s2)c1)c1ccc(Cl)nc1 | -4% | -2% | 10% | 3% | 0.1% | -8% | ? | -8%
CCN(CC)CCNC(=O)C12CC3CC(CC(C3)C1)C2 | 3% | 1% | -4% | -6% | -4.4% | 0%[46.1 µM] | -4% | 0%
CCOCCCNC(=O)C1CCC(CNS(=O)(=O)c2ccc(F)cc2)CC1 (stereo not given) | 0% | 0% | 14% | 4% | -1.1% | -7%[46.1 µM] | -6% | -5%
N#CC(CO)(Cc1ccc(OC(F)F)cc1)c1nc2ccccc2[nH]1 (stereo not given) | -2% | 0% | -6% | 10% | -3.0% | 4% | 6% | 5%
CC(C)OC(=O)[C@@H]1CC[C@H](C)[C@@H](CCC[C@@H]2C[C@@H](O)C[C@H](CC#N)O2)O1 | 6% | 0% | -4% | 4% | -1.1% | nt | -6% | ?

4 records picked at random from the list so far:
SMILES | TRb-SRC2 inh | TexasRed fluor | CBFb-RUNX1 inh | GLA spleen mod | Epigenetic derep | NPSR antag | Tau fluor cs | Tau FP inhib
O=c1cc(NC2CCCCCC2)[nH]c(=O)[nH]1 | 1% | -1% | 9% | -5% | 2.3% | -15%[46.1 µM] | -1% | -7%
Cc1ccc(C(=O)n2cnnc2N)cc1C | -15% | 1% | 5% | -3% | -2.1% | 1%[46.1 µM] | -3% | 2%
CSc1nc(N)nc(N(C)C)n1 | -9% | 0% | -1% | 5% | 1.6% | -8% | 0% | 0%
CCN1C(=O)c2ccccc2Sc2ccc(NC(=O)Nc3cccc([N+](=O)[O-])c3C)cc21 | -22% | 0.0005µM*[quencher] | nt | nt | 2.8% | nt | ? | 16µM*

The list goes on.
SMILES | TRb-SRC2 inh | TexasRed fluor | CBFb-RUNX1 inh | GLA spleen mod | Epigenetic derep | NPSR antag | Tau fluor cs | Tau FP inhib
CNC(=O)C(=O)NCCN1CCN(C(=O)c2ccc([N+](=O)[O-])cc2)CC1 | 2% | -2% | 10% | -5% | 0.0% | -4% | -5% | -7%
COc1cc(OC)cc(-c2nc3nc(C)c(CCC(=O)Nc4cc(F)ccc4F)c(C)n3n2)c1 | -1% | -4% | nt | nt | 0.0% | nt | -8% | -1%
O=C(NCC1CCN(Cc2cccc(Cl)c2)CC1)Nc1cc(Cl)ccc1Cl | 5% | -4% | nt | nt | 1.2% | nt | ? | ?
O=C(NC1CC1)c1cc(-c2ccco2)nc2ccccc12 | -1% | -16% | nt | ? | -2.3% | -3% | -29% | -8%
CCCCn1c(-c2csc(CC)c2)n[nH]c1=S | 3% | -2% | -23% | 5% | -1.0% | 0% | 2% | 5%
COc1cc(NC(=O)c2cn(C3CCCC3)c(=O)c3c2c2ccccc2n3C)cc(OC)c1OC | 2% | -1% | nt | nt | 0.6% | nt | -27% | 5%
CCCC1=C(C(=O)OCC)C(c2ccco2)C(C#N)=C(N)O1 (stereo not given) | -1% | 3% | 0% | 6% | 3.9% | -6% | -22% | -12%
Cc1ccccc1NC(=O)c1c(C)[nH]c(=S)c(C#N)c1-c1ccc(Cl)cc1 | -8% | 3% | -3% | -15% | 8.3% | -14% | -13% | -2%
Cn1cnnc1SCC(=O)N/N=C/c1ccc(OCC(N)=O)cc1 | 4% | -1% | 11% | 6% | -4.3% | 12% | -4% | -4%
Cc1cc(C)c(OCC(=O)Nc2nnc(-c3ccco3)o2)c(C)c1 | 6% | -4% | -12% | -5% | -0.4% | 6% | 6% | 0%
CSc1ccc(CN(C)CC(=O)Nc2ccc(C)cc2Br)cc1 | -4% | 0% | ? | -4% | 0.0% | -23% | -6% | -2%
Cc1ccc(C)c(N2CCN(C(=O)NCc3noc4ccc(C)cc34)CC2)c1 | -1% | 0% | nt | nt | 2.0% | nt | -21% | 5%

Of the compounds above, three contain an aryl thioether with sulfur outside any ring:
SMILES | TRb-SRC2 inh | TexasRed fluor | CBFb-RUNX1 inh | GLA spleen mod | Epigenetic derep | NPSR antag | Tau fluor cs | Tau FP inhib
CSc1nc(N)nc(N(C)C)n1 | -9% | 0% | -1% | 5% | 1.6% | -8% | 0% | 0%
Cn1cnnc1SCC(=O)N/N=C/c1ccc(OCC(N)=O)cc1 | 4% | -1% | 11% | 6% | -4.3% | 12% | -4% | -4%
CSc1ccc(CN(C)CC(=O)Nc2ccc(C)cc2Br)cc1 | -4% | 0% | ? | -4% | 0.0% | -23% | -6% | -2%

Other compounds follow.
SMILES | TRb-SRC2 inh | TexasRed fluor | CBFb-RUNX1 inh | GLA spleen mod | Epigenetic derep | NPSR antag | Tau fluor cs | Tau FP inhib
Cc1cc(S(=O)(=O)NCc2ccccc2)ccc1OCC(=O)Nc1cccc([N+](=O)[O-])c1 | 2% | 2% | -15% | 10% | 0.0% | -38% | -3% | 4%
COC(=O)c1nc(N)sc1-c1ccc(OC)cc1 | 5% | 1% | 0% | 3% | 0.9% | 2%[46.1 µM] | -7% | 7%
COc1ccc(Br)c2oc(S)cc(=O)c12 | 1% | -1% | 4%[2.36 µM] | 1% | -0.3% | -29% | ? | ?
COc1cccc(C(=O)Nc2ccc(Oc3cccc(C(F)(F)F)c3)nc2)c1 | -6% | -6% | 21% | 0% | -0.2% | 45% | -29% | ?
CCOCC(=O)Nc1cc(C(=O)OC)cc(C(=O)OC)c1 | -5% | -2% | 4% | 15% | -1.8% | 10% | -6% | 1%
C=CCn1c(Oc2ccccc2)nc2c1c(=O)n(C)c(=O)n2C | -5% | 0% | 0% | -14% | 6.3% | -5% | 3% | -2%
CCc1cccc(CC)c1NC(=O)Cc1csc(C)n1 | 0% | 2% | nt | nt | 0.3% | nt | -1% | 2%
Cc1cccnc1NC(=O)c1ccccc1-c1ccccc1C(=O)Nc1ncccc1C | -6% | 1% | -14% | -4% | -1.5% | 16% | 3% | 6%
O=C(NNC(=S)NC(=O)c1ccco1)c1ccc(F)cc1 | -1% | -2% | -9% | 1% | 0.1% | -20% | -5% | -1%
CCOC(=O)C1=C([Si](C)(C)C)c2ccccc2N(S(=O)(=O)C(F)(F)F)C1C(=O)OCC (stereo not given) | 14% | 3% | 25% | 4% | -3.4% | nt | -13% | 5%
COC(=O)c1c(NC(=O)CSc2nnc(C)c(=O)[nH]2)sc(C)c1C | -5% | 1% | -1% | 0% | -1.1% | 0% | -10% | 5%
Cc1cc(C(=O)NC(C)Cc2ccccc2)cc(C)c1[N+](=O)[O-] (stereo not given) | 3% | -1% | -1% | 0% | -1.0% | 53% | -27% | -12%
CC(C)(C)c1cc2cccnc2n1Cc1cccc(F)c1 | -3% | 0% | 0% | -1% | -4.5% | -5%[46.1 µM] | 6% | -7%
CSCCC(NC(=O)c1ccco1)C(=O)OCC(=O)Nc1ncc(Cl)c(C)c1Cl (stereo not given) | -12% | 1% | -2% | 4% | -1.9% | -5%[46.1 µM] | -5% | 1%

These rows are one share of the data; rates above refer to the full screens.
